# TDP1 cell CPT = DT40-hTDP1 cell growth loss with CPT; 12% of 420,000 active; Potency, µM (top dose mostly 46.2 µM), for the others: at the highest dose activity change, negative = growth inhibition, hits mostly inhibitors; chicken DT40 Tdp1-/-;hTDP1 cells + 20 nM CPT, ATP luminescence, 48 h; further: nearly all actives have a fitted effect of over 55% in size
#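 Cell growth measured by CellTiter-Glo luminescence after a minimum 48 h, 37 C compound exposure with 20 nM CPT in Tdp1-knockout DT40 cells stably expressing hTDP1, seeded 400/well; qHTS titration format.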
# TDP1 block = inhibitors of human tyrosyl-DNA phosphodiesterase TDP1; recombinant TDP1, AlphaScreen DNA substrate cleavage; Potency, µM (highest dose often 130 µM), inactives show top-dose activity change, negative = inhibition, usual class: inhibitors; 0.28% of 350,000 active; AID 485290; Q9NUW8; further: nearly all actives have a fitted effect of over 40% in size
# Target sequence (Q9NUW8 whole entry, looked up): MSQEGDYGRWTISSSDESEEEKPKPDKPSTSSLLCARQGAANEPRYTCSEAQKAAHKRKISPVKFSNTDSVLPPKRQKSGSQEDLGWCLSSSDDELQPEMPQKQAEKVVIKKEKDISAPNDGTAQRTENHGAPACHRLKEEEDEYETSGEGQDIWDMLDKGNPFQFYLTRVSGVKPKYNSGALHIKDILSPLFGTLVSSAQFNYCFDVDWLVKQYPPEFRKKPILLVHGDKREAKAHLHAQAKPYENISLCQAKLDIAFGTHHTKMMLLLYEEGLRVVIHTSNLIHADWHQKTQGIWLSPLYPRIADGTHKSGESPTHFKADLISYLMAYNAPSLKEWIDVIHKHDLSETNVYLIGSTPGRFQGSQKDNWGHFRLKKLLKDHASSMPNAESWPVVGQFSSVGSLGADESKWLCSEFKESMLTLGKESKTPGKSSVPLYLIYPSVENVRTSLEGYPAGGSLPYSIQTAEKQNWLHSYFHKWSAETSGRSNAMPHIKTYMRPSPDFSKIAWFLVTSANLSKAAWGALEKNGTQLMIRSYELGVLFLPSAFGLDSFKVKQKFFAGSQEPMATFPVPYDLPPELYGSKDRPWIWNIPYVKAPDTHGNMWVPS
#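 Here, a 5' biotin and 3' phosphotyrosine-FITC DNA oligonucleotide reports Tdp1 activity: intact substrate bridges AlphaScreen beads, while cleavage leaves a 3' phosphate and drops signal. All incubations at room temperature.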
# TDP1 cell noCPT = qHTS for Inhibitors of human tyrosyl-DNA phosphodiesterase 1 (TDP1): qHTS in cells in absence of CPT; DT40 Tdp1-/- hTDP1 cells, no CPT, ATP luminescence, 48 h; Potency, µM (titrated, usually from 46.2 µM), inactives show top-dose activity change, negative = growth inhibition, actives largely listed as inhibitors; 15% of 420,000 active; AID 686978, 2013; further: nearly all actives have a fitted effect of over 55% in size
#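 Seeded 400 DT40-hTDP1 cells/well (vehicle DMSO, no 20 nM CPT); pinned compounds; ≥48 hr at 37 °C; CellTiter-Glo luminescence as viability measure.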
# An asterisk follows results filed as active; ? = inconclusive; / = not tested or not shown; & = joins results of further samples. The call rests on the fitted dose curve; in most records, active means well fitted curve in the direction sought with a large enough effect; inconclusive means small, poorly fitted or top-dose-only effect, or another doubt; inactive means no such curve, though single readings can be large; an effect the other way counts as inactive or inconclusive. On the % scale 0 is the no-effect control and ±100 the full control effect; potency means the concentration at half of the fitted maximal effect.
1	Cc1cccc(Cn2c(NCC(C)O)nc3c2c(=O)n(C)c(=O)n3C)c1 (stereo not drawn)
2	CC(=O)c1sc2c(c1N)c(=O)[nH]c(=O)n2-c1ccccc1
3	O=C(CC(c1ccccc1)c1ccccc1)Nc1ccc(C(=O)O)cc1
4	Cc1cc(Cl)ccc1NC(=S)NCc1ccc(Cl)cc1
5	Cc1nnc(NC(=O)c2ccc(F)c(S(=O)(=O)N3CCCCC3)c2)s1
6	C/C(=N\Nc1cc(Cl)nc(C)n1)c1ccc(Cl)c(Cl)c1
7	Oc1ccc(Cl)cc1Nc1nc2ccccc2n2cnnc12
8	COC(=O)CCC(=O)NNC(=O)CCC(=O)Nc1cccc(Cl)c1C
9	Cc1ccccc1CNC(=O)c1cccc(NC(=O)N2CCSc3ncccc32)c1
10	COc1cc(Nc2ncnc(N)n2)cc(OC)c1OC
screen / no.	1	2	3	4	5	6	7	8	9	10
TDP1 cell noCPT	10µM*	?	18%	23µM*	-20%	-14%	?	7%	16µM*	-26%
TDP1 block	3%	/	/	-3%	/	-4%	5%	1%	6%	1%
TDP1 cell CPT	12µM*	-2%	3%	?	-14%	-11%	-22%	14%	18µM*	-12%

11	O=S(=O)(NCc1cccnc1)c1ccc(Cl)nc1
12	CCN(CC(=O)Nc1ccc(NC(C)=O)cc1)C(=O)c1ccc(COc2ccc(C(C)(C)C)cc2)cc1
13	O=C(NC1CCCCC1)c1cc(-n2cnnc2)ccc1Cl
14	COc1ccc(Oc2nc3c(c(=O)n(C)c(=O)n3C)n2Cc2ccccc2Cl)cc1
15	Cc1cc(C)nc(SCC(=O)Nc2ccc(S(=O)(=O)NC(C)(C)C)cc2)n1
16	Cn1ccc(C(=O)NCC2CCC3(CCN(Cc4cc(F)cc(F)c4)CC3)O2)n1 (stereo not drawn)
17	COc1ccccc1C1SCCN1S(=O)(=O)c1cccc(C(F)(F)F)c1 (stereo not drawn)
18	COc1ccc(CNC(=O)Cn2nc(N3CCN(c4ccccc4)CC3)ccc2=O)c(OC)c1
19	C#CCn1c2ccccc2c(=O)n1C(C)CBr (stereo not drawn)
20	CC1CCN(C(=O)Cn2cc(SCC(=O)NCc3ccccc3)c3ccccc32)CC1
screen / no.	11	12	13	14	15	16	17	18	19	20
TDP1 cell noCPT	-17%	23µM*	8%	13µM*	15µM*	-22%	16µM*	15µM*	-27%	?
TDP1 block	5%	/	0%	-2%	0%	/	-1%	5%	/	0%
TDP1 cell CPT	-20%	?	0%	?	16µM*	-8%	-5%	?	-4%	?

21	CCC1Oc2ccc(C)cc2N(CC(=O)NCCCN2CCN(Cc3ccccc3)CC2)C1=O (stereo not drawn)
22	O=C(Cc1ccc(NS(=O)(=O)c2ccc(Cl)c(Cl)c2)cc1)NCCN1CCOCC1
23	O=C(NN=C1CCCC1)c1cc(O)cc(O)c1
24	CCC(C)n1c(=N)c(C(=O)NCc2ccccc2)cc2c(=O)n3cc(C)ccc3nc21 (stereo not drawn)
25	Cc1c(C)n(C)c2ccc(C(=O)N3CCN(c4ccccn4)CC3)cc12
26	CC12CCC(=O)N1C(C(=O)Nc1ccc(F)cc1)CS2 (stereo not drawn)
27	CC(C)[N+]1=C2C=CC=CC=C2SC12C([N+](=O)[O-])=CC(=[N+]([O-])[O-])C=C2[N+](=O)[O-] (stereo not drawn)
28	CCN1CSC(=S)N(Cc2ccc(OC)cc2)C1
29	CN(C(=O)c1c[nH]c2ccc(S(=O)(=O)Nc3cccc(C(F)(F)F)c3)cc2c1=O)C1CCCCC1
30	CCC1=C(OC(=O)N(CC)CC)N2C(=O)OC(=NCc3ccccc3)[C@]2(C)[C@H]2C1=CC[C@H]1C(=O)N(CC(=O)OC)C(=O)[C@H]12
screen / no.	21	22	23	24	25	26	27	28	29	30
TDP1 cell noCPT	-27%	1%	-2%	16µM*	?	8%	?	4.6µM*	-12%	-10%
TDP1 block	7%	-1%	18µM*	/	/	1%	6%	6%	-13%	4%&1%
TDP1 cell CPT	-17%	10%	9%	?	?	4%	?	5.2µM*	-23%	-26%

31	COC(=O)c1c(C(=O)OC)c2n(c1C)Cc1ccccc1C2
32	C/C(=N/NC(=O)CNC(=O)c1ccncc1)c1ccco1
33	O=C(CSc1nnc(-c2ccco2)n1-c1ccccc1Cl)Nc1cccc(C(=O)O)c1
34	CCN1CCN(C(=S)Nc2ccc(Cl)cc2Cl)CC1
35	COc1ccc(CN2C(=O)C(C)Nc3ncnc(N4CCc5ccccc5C4)c32)cc1 (stereo not drawn)
36	O=C(COc1ccccc1)Nc1nc2c(s1)CCCC2
37	CCOc1ccccc1NC(=O)c1nc(S(=O)(=O)Cc2cccc(C)c2)ncc1Cl
38	O=C(CCNC(=O)c1ccc(Br)o1)NCc1ccc(Cl)cc1
39	C[C@H](CO)N1C[C@H](C)[C@@H](CN(C)C(=O)Nc2ccc(F)cc2)OCc2cnnn2CCCC1=O
40	NC(=O)NC1(C(=O)O)CCCC1
screen / no.	31	32	33	34	35	36	37	38	39	40
TDP1 cell noCPT	3%	-1%	14%	?	4.6µM*	?	0.65µM*	-14%	4%	5%
TDP1 block	4%	5%	1%	2%	/	/	5%&5%	-1%	/	/
TDP1 cell CPT	-15%	1%	0%	?	4.6µM*	?	1.2µM*	-21%	13%	-4%

41	CCN(CC)CCn1c(NCc2cccc(OC)c2)nc2ccccc21
42	CO[C@H]1/C=C/O[C@@]2(C)Oc3c(C)c(O)c4c(O)c(c5c(c4c3C2=O)NC2(CCN(CC(C)C)CC2)N=5)=NC(=O)/C(C)=C\C=C\[C@H](C)[C@H](O)[C@@H](C)[C@@H](O)[C@@H](C)[C@H](OC(C)=O)[C@@H]1C
43	COc1ccc(NS(=O)(=O)c2ccc(N3CCOCC3)c(NC(=O)c3ccc(OC)cc3)c2)cc1
44	O=C(COc1ccc(Br)cc1)N1CCC(c2ccccc2)C1 (stereo not drawn)
45	O=C(Cn1c(=O)sc2ccc(Cl)cc21)N1CCN(CCO)CC1
46	CCOc1ccc(C(=O)NCC(=O)NNC(=O)c2ccco2)cc1OCC
47	COc1cccc(-n2c(SCC(=O)N3CCCCC3)nc3c([nH]c4ccccc43)c2=O)c1
48	O=C(Nc1cccc(S(=O)(=O)N2CCOCC2)c1)C1COc2ccccc2O1 (stereo not drawn)
49	CC(C)[C@H](N)c1cn([C@@H](CC(N)=O)C(=O)N2CCNCC2)nn1
50	Cc1ccc(S(=O)(=O)n2cc(-c3ccccc3)c(N)n2)cc1
screen / no.	41	42	43	44	45	46	47	48	49	50
TDP1 cell noCPT	?	21µM*	16µM*	?	-12%	-14%	21µM*	?	8%	-15%
TDP1 block	3%	21%	6%	1%	/	-1%	0%	-2%	/	1%
TDP1 cell CPT	?	?	16µM*	?	-11%	-2%	?	-27%	13%	?

51	Cc1ccc(C)c(-c2cc(C(=O)NNC(=S)NCC(C)C)c3ccccc3n2)c1
52	C=CCC[C@@H](CCCCC)OC(=O)/C=C/[C@H](O)[C@@H](O)C[C@H](O)CC=C
53	CC1CCC2(CC1)OCC1(CCC3(COC4(CCC(C)CC4)OC3)C1=O)CO2 (stereo not drawn)
54	COc1cc(OC)c(-n2c(C)cc(C=O)c2C)cc1Cl
55	COc1cc(C(=O)NCc2ccccc2)cc(Br)c1OC
56	CCC(C)c1c(N)n(S(=O)(=O)c2ccc(C)cc2)oc1=O (stereo not drawn)
57	Cc1nn2c(=O)cc(COC(=O)c3ccccc3NC(=O)C(C)Oc3ccccc3)nc2s1 (stereo not drawn)
58	CCC1Oc2ccc(C)cc2N(CC(=O)NCCCN2CCCCC2CC)C1=O (stereo not drawn)
59	c1ccc(OCc2nc(-c3cccs3)no2)cc1
60	CCc1cccc(C)c1Nc1c(-c2cccc(O)c2)nc2cnccn12
screen / no.	51	52	53	54	55	56	57	58	59	60
TDP1 cell noCPT	-20%	?	-26%	-14%	?	?	-20%	-20%	-3%	?
TDP1 block	5%	/	-5%	3%	-3%	/	1%	6%	-2%	6%
TDP1 cell CPT	2%	?	-3%	-26%	22%	-24%	?	-25%	-23%	?

61	O=C(NCCN1CCOCC1)C1CCN(S(=O)(=O)c2ccccc2)CC1
62	COc1ccc(OC)c(S(=O)(=O)NC2CCN(Cc3ccccc3)CC2)c1
63	O=C(CSc1nnc(-c2cccs2)n1-c1ccccc1)c1ccc2c(c1)OCCO2
64	COc1ccccc1CNC(=O)CCS(=O)(=O)c1ccc(Cl)cc1
65	Oc1cccc(C=Nc2cccc3ccccc23)c1O
66	COc1ccc(C(c2nnnn2C2CCCC2)N2CCc3ccccc3C2)cc1OC (stereo not drawn)
67	Cc1ccc(NC(=O)c2ccccc2O)cc1
68	COc1ccccc1C(=O)Cc1ccccc1
69	Cc1ccc(CNS(=O)(=O)c2cc3c(cc2Cl)NC(=O)CO3)o1
70	CCn1cc(C(=O)NCCCN2CCC(C)CC2)c(=O)c2cc(S(=O)(=O)N(C)C3CCCCC3)ccc21
screen / no.	61	62	63	64	65	66	67	68	69	70
TDP1 cell noCPT	-4%	-28%	-22%	-27%	?	?	?	-7%	?	?
TDP1 block	/	5%	2%	/	10%	2%	2%	/	0%	0%&5%
TDP1 cell CPT	14%	?	-19%	0%	?	?	?	-4%	?	?

# Structural class, those above with a furan ring, fused or not
32	C/C(=N/NC(=O)CNC(=O)c1ccncc1)c1ccco1
33	O=C(CSc1nnc(-c2ccco2)n1-c1ccccc1Cl)Nc1cccc(C(=O)O)c1
38	O=C(CCNC(=O)c1ccc(Br)o1)NCc1ccc(Cl)cc1
46	CCOc1ccc(C(=O)NCC(=O)NNC(=O)c2ccco2)cc1OCC
69	Cc1ccc(CNS(=O)(=O)c2cc3c(cc2Cl)NC(=O)CO3)o1
screen / no.	32	33	38	46	69
TDP1 cell noCPT	-1%	14%	-14%	-14%	?
TDP1 block	5%	1%	-1%	-1%	0%
TDP1 cell CPT	1%	0%	-21%	-2%	?

# More results
71	COc1cccc(-c2cn3c(n2)sc2cc(C(=O)NCCC4=CCCCC4)ccc23)c1
72	COc1ccc2nc(-c3ccccn3)ccc2c1
73	CCCNc1nc2c(c(=O)[nH]c(=O)n2C)n1CCC(C)C
74	O=C(NC1CCC(O)CC1)C1CCN(S(=O)(=O)c2c(Cl)cccc2Cl)CC1 (stereo not drawn)
75	O=C(CNC(=O)c1cccs1)OCc1ccc(Cl)cc1
76	COc1cc2c(cc1OC)C(C(=O)NC1CC1)C1c3ccccc3CCN1C2=O (stereo not drawn)
77	COc1ccc(OC)c(/C=C/C(=O)Oc2ccc(C(C)=O)cc2)c1
78	COc1ccc(CN(C)C(=O)CNC(=O)c2sc3ccccc3c2Cl)c(OC)c1
79	CC(C)Cn1c(N)c(C(=O)CSc2ccccc2)c(=O)n(C)c1=O
80	Cc1noc(C)c1C(=O)N1CCC2(CC1)CCN(c1ccccn1)CC2
screen / no.	71	72	73	74	75	76	77	78	79	80
TDP1 cell noCPT	6.5µM*	3.3µM*	1%	3%	-28%	-8%	-25%	?	8.2µM*	?
TDP1 block	4%	/	1%	0%	/	/	/	/	0%	/
TDP1 cell CPT	13µM*	?	8%	-5%	-2%	9%	-3%	-27%	16µM*	-15%

81	O=C(NP(=O)(N1CCCC1)N1CCCC1)C1=C(N2CCOCC2)/C(=C/c2cccc([N+](=O)[O-])c2)CC1
82	CC(C)COC(=O)c1cc(-c2ccc(/C=N/n3cnnc3)o2)ccc1Cl
83	COc1ccc(NC(=S)NCCc2c(C)[nH]c3ccc(OC)cc23)cc1
84	O=C(CCN1C(=O)/C(=C/c2ccccc2F)SC1=S)N[C@@H](CO)Cc1ccccc1
85	COCCNC(=O)c1cccc(OC2CCN(Cc3ccc(Cl)c(F)c3)CC2)c1
86	COc1ccc(CNC(=O)c2ccc(N3CCCC3=O)cc2)cc1
87	Cc1ccc(C)c(CSC2=NC(C)(C)Nc3ccccc32)c1
88	Cc1ccccc1NC(=O)CC1c2ccccc2CC(C)(C)N1C (stereo not drawn)
screen / no.	81	82	83	84	85	86	87	88
TDP1 cell noCPT	4%	-16%	?	16µM*	?	-17%	?	?
TDP1 block	5%	3%	9%	1%	/	3%	/	0%
TDP1 cell CPT	3%	-8%	?	?	?	6%	?	?
